From PubChem BioAssay
GDH-TPI counter: inhibits GDH-TPI coupling enzymes, artifact for Mtb FBA screen; GDH-TPI coupled enzyme counterscreen, NADH absorbance; inhibition, % at 4.8 µM; hit rate 1.2% among 360,000; AID 588335; in the data active = inhibition above about 30%;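 also: 0% = DMSO wells and 100% = wells lacking the enzyme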
BioA inh: inhibitors of Mycobacterium tuberculosis BioA enzyme. hit rate 0.096% among 360,000. inhibition, % at 9.99 µM. purified M. tuberculosis BioA enzyme, plate reader. AID 602481; in the data active = inhibition above about 40%; inconclusive = no clear call, values can overlap the other calls
MazF activator: MazEF (E. coli) toxin RNase activation; P0AE70; FAM/BHQ RNA-DNA oligo cleavage fluorescence, 5 h; activation, % at 20 µM; hit rate 0.32% among 350,000; AID 504720; in the data active = activation above about 50%
Target sequence (P0AE70 whole entry, looked up): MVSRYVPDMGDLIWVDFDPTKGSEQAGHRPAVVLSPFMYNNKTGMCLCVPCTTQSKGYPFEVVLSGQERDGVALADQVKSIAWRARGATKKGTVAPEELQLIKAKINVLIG
BoNT-F LC inh: inhibitors of Botulinum neurotoxin F light chain protease. hit rate 0.22% among 360,000. Multiplex microsphere protease cleavage assay, flow cytometry. AID 588497. inhibition, % at 10 µM; in the data active = inhibition above about 35%, passing the limit was not always enough; inconclusive = no clear call, values can overlap the other calls; also: plate controls were buffer without enzyme for full effect and enzyme alone for no effect
Rv3671c protease: Rv3671c (M. tuberculosis) protease inhibition | hit rate 0.048% among 320,000 | AID 2606 | P9WHR9 | inhibition, % at 5.96 µM; in the data active = inhibition above about 38%;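 also: extracellular domain of Rv3671c used as enzyme; 0% = enzyme with DMSO and 100% = no enzyme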
FadD28 FP inh: M. tuberculosis FadD28 bisubstrate binding inhibition | hit rate 0.22% among 360,000 | FadD28 bisubstrate probe binding, fluorescence polarization | inhibition, % at 12.5 µM | AID 588549; in the data active = inhibition above about 8.5%, passing the limit was not always enough; inconclusive = no clear call, values can overlap the other calls
UGM FP inh: Mtb UDP-galactopyranose mutase inhibition. purified UGM, fluorescence polarization probe displacement. hit rate 0.06% among 320,000. P9WIQ1. inhibition, % at 10 µM. AID 504406; in the data active = inhibition above about 10%, passing the limit was not always enough; inconclusive = no clear call, values can overlap the other calls
Target sequence (P9WIQ1 whole entry, looked up): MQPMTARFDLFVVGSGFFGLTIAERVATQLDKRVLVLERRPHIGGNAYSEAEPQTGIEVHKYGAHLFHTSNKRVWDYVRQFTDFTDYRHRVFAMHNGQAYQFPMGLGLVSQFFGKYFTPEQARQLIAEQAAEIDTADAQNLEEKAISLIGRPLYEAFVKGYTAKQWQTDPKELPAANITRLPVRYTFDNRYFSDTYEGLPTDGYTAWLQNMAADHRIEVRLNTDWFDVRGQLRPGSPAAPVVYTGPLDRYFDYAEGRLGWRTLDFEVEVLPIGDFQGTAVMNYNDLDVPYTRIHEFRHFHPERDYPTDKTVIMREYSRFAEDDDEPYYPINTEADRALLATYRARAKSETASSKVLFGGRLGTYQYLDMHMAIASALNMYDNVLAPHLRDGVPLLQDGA
FBA Mtb inh: inhibits M. tuberculosis FBA enzyme; AID 588726; purified M. tuberculosis FBA, fluorescence read-out; hit rate 2.3% among 360,000; inhibition, % at 1 µM; in the data active = inhibition above about 27%;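 also: 0% = vehicle and 100% = reference inhibitor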
Target sequence (P9WQA3 whole entry, looked up): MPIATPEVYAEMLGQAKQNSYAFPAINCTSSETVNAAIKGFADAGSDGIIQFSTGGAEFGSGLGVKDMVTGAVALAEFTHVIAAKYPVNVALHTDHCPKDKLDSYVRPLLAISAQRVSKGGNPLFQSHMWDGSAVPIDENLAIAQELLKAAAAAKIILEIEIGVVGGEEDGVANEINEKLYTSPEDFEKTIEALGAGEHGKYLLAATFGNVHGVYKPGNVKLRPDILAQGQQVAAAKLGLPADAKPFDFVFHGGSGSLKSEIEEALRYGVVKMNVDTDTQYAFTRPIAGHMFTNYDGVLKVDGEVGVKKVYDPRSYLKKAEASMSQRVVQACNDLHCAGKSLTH
PrPC surface inh: cell surface PrPC inhibition, primary TR-FRET screen. AID 720596. TR-FRET read-out. P04156. inhibition, % at 13.8 µM. hit rate 0.43% among 370,000; in the data active = inhibition above about 24%; also: 0% = median of the test wells and 100% = reference compound wells
Numbers without * were called inactive; ? = inconclusive; . = not tested or not shown.

SMILES	GDH-TPI counter	BioA inh	MazF activator	BoNT-F LC inh	Rv3671c protease	FadD28 FP inh	UGM FP inh	FBA Mtb inh	PrPC surface inh
CC1CCCCC1NC(=S)Nc1ccc(Cl)cc1Cl (stereo not given)	0	.	-8	-7	-2	-1.7	0.1	-1	12
CCN1CCCC1CNC(=O)CCc1nnc(CCC2CCCCC2)o1 (stereo not given)	-3	0.6	5	-6	3	-0.3	0.2	1	-7
COc1ccc(-c2nn(C)c(=O)c3ccccc23)cc1NC(=O)Cn1nc(-c2ccccc2)c2ccccc2c1=O	1	-0.6	-7	-7	-60	-4.8	-1.9	4	0
CCOC(=O)c1cnc(-c2ccccc2)nc1Oc1ccc(OC)cc1	4	.	-6	0	-6	-1.3	-2.6	0	5
Cc1ccc(C)c(NC(=O)CCN2CCC(C)CC2)c1	11	0.1	-5	10	6	-0.3	0.8	-1	6
CCOC(=O)c1csc(NC(=O)c2ccc(N3C(=O)CCC3=O)cc2)n1	-2	-1.2	-1	-4	-5	0.6	-1.5	8	-5
C[N+]1(CC2COC(c3ccco3)O2)CCCCC1 (stereo not given)	1	.	-25	2	5	-2.2	-1.2	2	9
NC(=O)N1CCc2ccccc21	-3	.	9	6	0	-0.9	-2.2	2	2
Cc1ccccc1NC(=O)CSc1nnc(-c2ccco2)n1N	-2	-0.8	-5	-14	0	-2.5	2.2	1	3
Cc1cc(/C=C\c2ccccc2)nc2ccccc12	0	.	-5	0	-1	-8.2	1.5	6	2

3 entries already listed, arranged by molecular weight, rising.
SMILES	GDH-TPI counter	BioA inh	MazF activator	BoNT-F LC inh	Rv3671c protease	FadD28 FP inh	UGM FP inh	FBA Mtb inh	PrPC surface inh
Cc1cc(/C=C\c2ccccc2)nc2ccccc12	0	.	-5	0	-1	-8.2	1.5	6	2
CC1CCCCC1NC(=S)Nc1ccc(Cl)cc1Cl (stereo not given)	0	.	-8	-7	-2	-1.7	0.1	-1	12
CCN1CCCC1CNC(=O)CCc1nnc(CCC2CCCCC2)o1 (stereo not given)	-3	0.6	5	-6	3	-0.3	0.2	1	-7

Continuation:
SMILES	GDH-TPI counter	BioA inh	MazF activator	BoNT-F LC inh	Rv3671c protease	FadD28 FP inh	UGM FP inh	FBA Mtb inh	PrPC surface inh
Cc1ccc(-c2noc(CCCOc3ccc(Cl)cc3Cl)n2)cc1	3	-1.0	-7	5	-9	-1.0	4.0	2	12
O=C(c1ccc(F)cc1)c1cn(Cc2ccc(F)cc2)c2cc3c(cc2c1=O)OCCO3	20	3.0	3	-5	-1	-5.9	-0.1	-3	34*
O=C(Nc1nnc(C2=COCCO2)o1)c1ccc(S(=O)(=O)N2CCCCC2)cc1	16	.	-4	-3	2	-2.2	-4.5	-2	4
O=C1CN(C(=O)COC(=O)C2=COCCO2)c2ccccc2N1	0	0.5	1	16	8	-3.4	1.6	0	-3
Cc1ccnc(SCc2cc(=O)c(OC(=O)c3ccc(Br)o3)co2)n1	8	.	-4	-3	0	-2.9	-1.1	0	12
CC(=O)NC12CC3CC(C1)CC(C(=O)OCC(=O)c1ccc4c(c1)OCCO4)(C3)C2	-4	-0.7	10	-2	-9	-5.4	0.7	-3	0
CCOC(=O)c1sc(NC(=O)CSc2nnnn2-c2ccc(C)c(C)c2)nc1C	-3	-0.7	0	0	-7	-1.7	-1.0	-3	-2
Cc1csc(SCC(=O)Nc2nc3ccccc3s2)n1	-6	0.4	3	-1	-3	-3.1	-0.5	0	2
CCC(CC)C(=O)Nc1nnc(SCC(=O)NC(C)(C)C)s1	3	-1.4	8	-6	5	-4.3	-4.0	0	1
CCC(CC)C(=O)c1c[nH]c(C(=O)NCCOC)c1	-3	1.0	10	-2	-6	-3.4	-1.3	0	-9

Just GDH-TPI counter and PrPC surface inh, for four of the compounds above:
| SMILES | GDH-TPI counter | PrPC surface inh |
| --- | --- | --- |
| CCC(CC)C(=O)Nc1nnc(SCC(=O)NC(C)(C)C)s1 | 3 | 1 |
| Cc1ccc(C)c(NC(=O)CCN2CCC(C)CC2)c1 | 11 | 6 |
| Cc1cc(/C=C\c2ccccc2)nc2ccccc12 | 0 | 2 |
| Cc1ccc(-c2noc(CCCOc3ccc(Cl)cc3Cl)n2)cc1 | 3 | 12 |

Other entries follow.
SMILES	GDH-TPI counter	BioA inh	MazF activator	BoNT-F LC inh	Rv3671c protease	FadD28 FP inh	UGM FP inh	FBA Mtb inh	PrPC surface inh
COC(=O)CN1C(=O)C(O)(CC(=O)c2ccc(C)o2)c2ccccc21 (stereo not given)	3	.	4	3	3	0.4	-2.2	0	-8
NC(=O)c1c(NC(=O)c2ccc(F)cc2)sc2c1CCC2	13	-1.2	33	-31	-4	-3.4	-1.4	2	-1
CCOC(=O)c1c(C)[nH]c(C(=O)COC(=O)CCSc2ccccc2)c1C	-2	-1.5	-12	3	-8	-2.0	-0.8	3	-2
O=C(N/C(=C/C=C\c1ccccc1)C(=O)N1CCOCC1)c1ccc(Br)cc1	28	-0.2	-13	0	1	-3.3	-1.2	2	-7
Cc1ccc(C2C=C(c3ccc4c(c3)OCO4)Nc3ncnn32)cc1 (stereo not given)	5	.	-1	-2	-8	-3.1	0.7	7	0
COc1ccc(-c2ccc(SCC(=O)Nc3nnc(C)s3)nn2)cc1	-3	.	5	2	-3	-1.2	-2.0	-2	2
CCC(=O)Nc1nnc(S(=O)(=O)N(CC(C)C)c2ccccc2)s1	3	-1.9	-10	-20	3	-2.0	-1.9	5	2
CCOc1ccc(CNS(=O)(=O)c2cc(CN3C(=O)c4cccnc4C3=O)ccc2OC)cc1	-6	-0.2	3	4	-13	-2.8	2.4	-1	5
CCCc1nn2c(=O)cc(CSCC(=O)Nc3cccc(OC)c3)nc2s1	2	-1.1	9	-12	-12	-1.5	2.0	0	8
CC(=O)Nc1ccc(NCC(O)COc2ccccc2)cc1 (stereo not given)	6	-1.1	6	-11	0	-2.5	0.6	4	-2
CC(=O)NC1C2CN3CCN(C2)CC1(Cc1ccccc1)C3 (stereo not given)	10	.	4	2	2	-2.6	.	-1	-1
COc1ccc(C(=O)Nc2cccc(NC(C)=O)c2)cc1	-3	0.5	.	-3	.	-3.0	.	-3	7
CCOC(=O)N1CCN(C(=O)COc2ccc(Cl)c(C)c2)CC1	5	2.7	3	-2	0	0.2	-1.0	-4	-3
COc1ccc(/C(C)=N/NC(=O)CNC(=O)c2ccncc2)cc1	-6	1.4	9	0	-4	-2.5	1.3	0	3
CC1(C)Cc2nc3sc4c(SCC(=O)O)ncnc4c3cc2CO1	5	.	5	1	7	-4.0	-1.5	1	16
COc1ccc(CNCc2ccncc2)c(OC)c1	-5	-0.9	3	-8	-10	-0.9	4.4	3	5
O=C(CCCOc1ccccc1)N1CCN(S(=O)(=O)c2ccccc2)CC1	7	-1.2	-1	-2	2	-2.3	-0.6	-2	-2
CC(C)c1ccc(CN2CCN(C(=O)CCl)CC2)cc1	0	.	-10	2	.	-0.9	.	4	1
NNC(=S)NCCc1ccccc1	2	-2.1	2	-5	1	-2.5	3.9	1	3
O=C(CCl)Nc1cc(S(=O)(=O)N2CCOCC2)ccc1N1CCOCC1	6	.	4	13	-7	-1.3	-1.7	3	-2
Cc1ccc(C(=O)NC2CC3CCC(C2)N3)cc1 (stereo not given)	0	.	-29	-2	2	-2.9	4.1	0	2
CC1CCCN(S(=O)(=O)c2ccc3c(c2)CCN3C(=O)C2CCC2)C1 (stereo not given)	-2	1.6	-8	-14	0	-2.7	1.5	3	-1
CS(=O)(=O)N(CC(=O)N1CCN(c2ccccc2)CC1)c1cccc(Br)c1	3	6.9	-6	-16	5	-0.8	1.7	-6	3
Cc1ccc(S(=O)(=O)N2CCCCC2)cc1NC(=O)c1cc2ccccc2o1	3	-0.6	-2	0	-3	0.4	1.0	3	11
CCNC(=S)N1CCN(S(=O)(=O)c2ccc(C)cc2)CC1	2	0.1	-1	-2	10	-0.5	0.0	5	2
CCOC(=O)C1CCN(C(=O)c2cccc(NS(=O)(=O)c3ccc(Br)cc3)c2)CC1	3	-0.2	-8	.	-5	-0.6	0.9	3	4
CC(=O)Nc1ccc(Sc2ncnc3scc(-c4ccccc4)c23)cc1	2	1.2	-3	-3	-3	-19	-1.9	0	4
Cc1sc2ncnc(NCCc3ccc(S(N)(=O)=O)cc3)c2c1C	3	-0.7	15	-2	6	2.5	2.1	-1	19
CC(C)OC(=O)c1ccc(NC(=O)c2ccco2)cc1	-8	0.7	2	2	-8	-0.8	0.4	6	2
CCOC(=O)Cn1c(=O)n(C2CCCC2)c(=O)c2ccccc21	-8	-0.3	4	5	-1	-3.8	-0.6	7	-2
CN(Cc1cccc(Cl)c1Cl)C(=O)c1ccc(NC(=O)CC#N)cc1	-2	.	-5	0	-64	-5.7	2.3	1	7
CC(NC(=O)CC(O)(C(F)(F)F)C(F)(F)F)c1ccccc1 (stereo not given)	7	.	-1	2	2	1.5	-2.1	-2	-5
N=c1c(S(=O)(=O)c2ccc(Br)cc2)cc2c(=O)n3ccccc3nc2n1Cc1ccco1	15	-1.7	-4	3	-7	-14	2.3	131*	-20
O=C(NNC(=O)C1CCC1)c1ccc(Cl)cc1	8	-1.3	3	-15	-6	-1.8	0.9	2	2
COc1cc(/C=N/NC(=O)c2cc(-c3ccc4c(c3)OCO4)n[nH]2)ccc1O	39*	.	16	-3	-5	-3.5	-1.4	-3	-3
CCOc1ncccc1C(=O)OCC(=O)c1cc(OC)ccc1OC	1	-1.0	-6	-5	-2	-1.7	2.4	0	4
Cc1cccc(C)c1NC(=O)CN1CCCC1	-3	.	8	-9	.	0.2	.	2	-3
CCOc1ccc(NC(=S)NCCCN2CCN(C3CCCCC3)CC2)cc1	1	-0.3	0	-16	1	-3.2	3.2	3	-3
O=C1Cc2ccccc2Sc2ccc(O)cc21	1	.	-3	-2	-2	-3.6	-1.8	1	7
Cc1cccc(CC(C)NC(=O)c2oc3c(F)cccc3c2C)n1 (stereo not given)	-13	0.4	-6	?	2	-4.4	1.7	1	9
Cc1ccccc1-c1cc(C(=O)NCc2ccc3c(c2)OCO3)n(CC2CC(c3cccnc3)=NO2)n1 (stereo not given)	8	0.1	1	-7	-10	-3.9	-0.5	3	-4
COc1ccc(S(=O)(=O)N(C)CC(=O)N2CCCCCC2)cc1	2	-0.9	7	?	3	-0.5	-2.1	-2	-6
O=C(NCCc1nnc2ccc(SCC(=O)N3CCOCC3)nn12)c1ccccc1	-1	-0.2	-5	-6	4	-1.4	1.3	6	5
CCOc1ccc(-c2cc(C(=O)NN)[nH]n2)cc1	6	.	5	-1	-10	-0.1	-2.8	-4	11
Cc1cc(OCC(=O)NCc2ccncc2)c2c3c(c(=O)oc2c1)CCC3	2	-0.9	22	14	-4	1.2	-5.8	26	-3
CC(C)NC(=O)c1ccccc1NC(=O)CCS(=O)(=O)Cc1ccccc1	-1	0.0	-2	-5	-1	-0.9	0.2	-1	-7
CC(C)(C)c1cc(C(=O)Nc2ccc(F)cc2)n(Cc2ccc(F)cc2)n1	-5	2.9	1	-12	-12	-5.0	3.0	-4	7
COc1cccc(CN2CCNC(=O)C2CC(=O)NC2CCCC2)c1OC (stereo not given)	8	0.6	4	-8	9	0.7	3.0	2	2
Cc1c(C=O)c2ccccc2n1CCOc1ccccc1F	4	-0.2	3	-9	0	-2.0	0.1	-1	6
CC(C)NS(=O)(=O)c1ccc(OCC(=O)NCc2ccc3c(c2)OCO3)c(Cl)c1	3	2.7	9	5	-4	-0.4	-1.6	0	5

Next section:
SMILES	GDH-TPI counter	BioA inh	MazF activator	BoNT-F LC inh	Rv3671c protease	FadD28 FP inh	UGM FP inh	FBA Mtb inh	PrPC surface inh
CCn1c(COc2ccccc2Cl)nnc1SCC(=O)Nc1ncccc1C	3	.	-8	8	-2	-0.4	1.3	4	-5
CC(Sc1nnc(C2CC2)n1C1CC1)C(=O)Nc1ccccc1C#N (stereo not given)	-11	0.1	-1	-6	3	-0.5	-5.3	-1	-5
CC(C)c1ccc(NC2CCCN(C(=O)CN3CCCC3=O)C2)cc1 (stereo not given)	1	-0.5	4	-6	4	1.4	0.1	-1	4
CCN(CC)C(=O)c1cccc(-c2csc(C(O)c3cccc(OC)c3)n2)c1 (stereo not given)	0	-0.1	.	0	.	-2.4	.	-2	-2
Cc1ccc(C)c(NC(=S)N2CCC(NC(=O)c3cccc(F)c3)CC2)c1	7	-0.6	13	-2	-9	-1.1	-0.7	1	-1
Cc1ccc(N2CCN(/N=C/c3c(C)nn(-c4ccccc4)c3Cl)CC2)cc1	6	.	4	-4	7	0.3	1.4	7	-2
COc1cc(C#N)ccc1OCC(=O)c1ccc2c(c1)OCCO2	6	-1.4	-5	-2	-2	0.3	-4.5	1	10
